Source: PubChem BioAssay
SENP8 block-1 = inhibitors of human SENP8 protease; inhibition, % at 20 µM; recombinant SENP8, Nedd8 substrate fluorescence; 360,000 tested, 0.64% active; AID 602440; Q96LD8; in the data active = inhibition mostly above about 40%, no sharp cut-off; inactive = mostly below about 27%
Target sequence (Q96LD8 whole entry, looked up): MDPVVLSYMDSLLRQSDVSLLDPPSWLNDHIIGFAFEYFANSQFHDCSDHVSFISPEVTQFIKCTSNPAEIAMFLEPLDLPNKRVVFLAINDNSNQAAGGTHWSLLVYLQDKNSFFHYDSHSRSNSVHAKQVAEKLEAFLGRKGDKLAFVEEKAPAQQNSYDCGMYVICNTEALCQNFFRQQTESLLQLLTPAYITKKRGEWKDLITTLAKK
NALP3 yeast inh = blocks the NALP3 inflammasome reconstituted in yeast | 330,000 tested, 0.39% active | Yeast reconstituted NLRP3/ASC/caspase-1, beta-gal luminescence, 24 h | inhibition, % at 10 µM;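 active = inhibition of 50% or more; inactive = inhibition below 50%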;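 also: plate controls were induced DMSO wells for no effect and uninduced yeast grown without galactose for full effect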
PfG6PD inh = PfG6PD (Plasmodium falciparum) enzyme inhibition; PfGluPho enzyme, NADPH resazurin-diaphorase fluorescence; inhibition, % at 20 µM; 350,000 tested, 0.78% active; AID 504690;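 active = inhibition reaching at least a set limit at 20 µM in the primary screen, cut at about 59% in these data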;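 also: 0% = DMSO wells with substrate and 100% = DMSO wells lacking glucose-6-phosphate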
SENP8 block-2 = SENP8 protease inhibition; Q96LD8; purified SENP8, Z-RLRGG-aminoluciferin cleavage, luminescence; inhibition, % at 10 µM; 330,000 tested, 1.2% active; AID 2540; in the data active = inhibition above about 50%
SENP7 block = blocks the human protease SENP7. recombinant SENP7, Z-RLRGG-aminoluciferin luminescence, 40 min. inhibition, % at 5 µM. 330,000 tested, 1.5% active;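 active = inhibition above about 50% at the single test dose, limit read from the data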;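 also: plate controls were DMSO with enzyme for no effect and no enzyme buffer wells for full effect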
Apaf1 inhib = blocks human Apaf-1 apoptosome activity | 330,000 tested, 0.71% active | reconstituted apoptosome caspase-3 activity, DEVD-Rh110 fluorescence | O14727 | inhibition, % at 20 µM; active = inhibition of at least 40% at 20 µM;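 also: plate controls were DMSO wells for no effect and DEVD-CHO caspase inhibitor wells for full effect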
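Material: cell-free apoptosome with Apaf-1, procaspase-3 and caspase-9; Buffer or medium: Hepes pH 7.5 with detergent and BSA; Reagent: cytochrome c trigger plus (Z-DEVD)2-Rh110 caspase-3 substrate; Times: compound with Apaf-1, dATP, procaspase-3 30 min, then 50 min reaction, room temperature; Technique: Rh110 fluorescence intensity.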
HKDC1 inhibitor = inhibitors of human hexokinase HKDC1; Q2TB90; recombinant HKDC1, G6PDH/diaphorase resazurin coupled fluorescence; inhibition, % at 20 µM; 340,000 tested, 0.16% active;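 active = inhibition above about 35% when tested at 20 µM, limit read from the data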;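 also: plate controls were DMSO wells with enzyme for no effect and DMSO wells lacking enzyme for full effect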
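Assay system: in-house recombinant HK5 (HKDC1) enzyme. Input: HKDC1 at 5 µg/mL. Medium: Tris pH 8.0 buffer with MgCl2, Tween-20, BSA, BME. Dosing: single 20 µM dose. Schedule: 90 min reaction incubation at room temperature, dark. Signal: resazurin-to-resorufin fluorescence via G6PDH and diaphorase coupling, 525/613 nm. Controls: DMSO-enzyme wells negative, buffer-substituted wells positive.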
SENP1 FRET inh = blocks the human SENP1 SUMO protease catalytic domain; Q9P0U3; recombinant SENP1 catalytic domain, CyPet-SUMO1-YPet FRET cleavage; inhibition, % at 10 µM; 360,000 tested, 0.21% active;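 active = inhibition at least 30% at 10 µM, raw YFP signal under a set limit, fluorescence ratio 0.5 to 1.5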;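 also: 0% = enzyme with DMSO and 100% = no enzyme wells; some results filed as inactive read as strong as hits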
Target sequence (Q9P0U3 419-644 limits assumed): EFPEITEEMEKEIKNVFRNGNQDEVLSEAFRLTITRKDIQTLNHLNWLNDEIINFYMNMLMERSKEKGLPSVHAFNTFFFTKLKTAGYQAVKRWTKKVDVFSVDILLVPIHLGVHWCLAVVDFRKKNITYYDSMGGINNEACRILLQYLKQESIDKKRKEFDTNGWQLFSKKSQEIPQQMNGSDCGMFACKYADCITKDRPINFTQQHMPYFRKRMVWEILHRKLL
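Test system: human SENP1 catalytic domain; medium: Tris pH 8 buffer plus EDTA, NaCl, BME, BSA, NP40, catalase; incubation: 50 min reaction at room temperature; technique: FRET, CFP and YFP emission; controls: no-enzyme low control and enzyme-plus-DMSO high control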
SENP6 block = SENP6 protease inhibition; 330,000 tested, 1.8% active; AID 2599; Recombinant SENP6 catalytic domain, aminoluciferin luminescence; inhibition, % at 10 µM;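 active = inhibition above about 50% at the single tested dose, limit read from the data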;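 also: plate controls were DMSO wells with enzyme for no effect and DMSO wells lacking enzyme for full effect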
Target sequence (Q9GZR1 628-1112 limits assumed): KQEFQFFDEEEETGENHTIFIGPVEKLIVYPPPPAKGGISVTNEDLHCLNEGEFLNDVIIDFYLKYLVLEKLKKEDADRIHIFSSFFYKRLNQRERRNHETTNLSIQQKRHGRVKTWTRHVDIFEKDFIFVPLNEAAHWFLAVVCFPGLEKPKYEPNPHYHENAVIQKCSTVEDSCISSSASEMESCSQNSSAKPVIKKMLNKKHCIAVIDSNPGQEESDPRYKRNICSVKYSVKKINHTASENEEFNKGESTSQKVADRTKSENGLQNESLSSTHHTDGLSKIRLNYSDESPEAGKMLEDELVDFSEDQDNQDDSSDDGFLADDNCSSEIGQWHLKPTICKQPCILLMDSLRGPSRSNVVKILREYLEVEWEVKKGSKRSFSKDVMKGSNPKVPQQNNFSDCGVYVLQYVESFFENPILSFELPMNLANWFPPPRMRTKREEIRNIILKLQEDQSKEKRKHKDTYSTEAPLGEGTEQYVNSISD
* marks the source's active call; other numbers are inactive results.

Results for CC(C)OC(=O)CSc1nc2cccnc2n1-c1ccc(F)cc1 ?
SENP8 block-1: 10; NALP3 yeast inh: 0; PfG6PD inh: 3; SENP8 block-2: -5; SENP7 block: 9; Apaf1 inhib: 9; HKDC1 inhibitor: 3; SENP1 FRET inh: 2; SENP6 block: -10

What do the screens show for `Cc1cccc(NC(=O)CSc2nnc(-c3cc(C)n(-c4ccccc4)c3C)o2)c1C`?
SENP8 block-1: 21; NALP3 yeast inh: 18; PfG6PD inh: 3; SENP8 block-2: -4; SENP7 block: 3; Apaf1 inhib: 21; HKDC1 inhibitor: -3; SENP1 FRET inh: 1; SENP6 block: -9

What do the screens show for `O=C(O)C(Cc1ccc(Cl)cc1)NS(=O)(=O)c1ccc(Cl)cc1` (stereo not drawn)?
SENP8 block-1: 16; NALP3 yeast inh: 6; PfG6PD inh: -8; SENP8 block-2: -9; SENP7 block: -9; Apaf1 inhib: 5; HKDC1 inhibitor: 1; SENP1 FRET inh: 1; SENP6 block: -3

What do the screens show for `O=C1c2ccccc2S(=O)(=O)c2cc(C(=O)N3CCC(C(=O)N4CCCCC4)CC3)ccc21`?
NALP3 yeast inh: 12; PfG6PD inh: -3; SENP8 block-2: -11; SENP7 block: 18; Apaf1 inhib: 4; HKDC1 inhibitor: -6; SENP6 block: -15

How did COc1cc(C(=O)N[C@H](C(=O)NC(C)C23CC4CC(CC(C4)C2)C3)C(C)C)cc(OC)c1OC (stereo partly drawn) do in these assays?
SENP8 block-1: 16; NALP3 yeast inh: -5; PfG6PD inh: -8; SENP8 block-2: -4; SENP7 block: -4; Apaf1 inhib: 12; HKDC1 inhibitor: -1; SENP1 FRET inh: -1; SENP6 block: 9

Results for Cc1ccc(NC(=S)N/N=C/c2c(C)[nH]c3ccccc23)cc1 ?
SENP8 block-1: -77; NALP3 yeast inh: 25; PfG6PD inh: 19; SENP8 block-2: 0; SENP7 block: 3; Apaf1 inhib: 10; HKDC1 inhibitor: -11; SENP1 FRET inh: 44; SENP6 block: -8

Results for COc1cccc(C=NNC(=O)C2CC2)c1 ?
SENP8 block-1: 22; PfG6PD inh: 6; HKDC1 inhibitor: -3; SENP1 FRET inh: 0

Results for CC(C)NC(=O)CSc1ccccc1C(=O)N1CCN(S(=O)(=O)Cc2ccccc2)CC1 ?
SENP8 block-1: 8; NALP3 yeast inh: 12; PfG6PD inh: -1; SENP8 block-2: 7; SENP7 block: 1; Apaf1 inhib: 0; HKDC1 inhibitor: -2; SENP1 FRET inh: 0; SENP6 block: -11

How did COc1cccc(-c2nc(=S)c3c(n2Cc2ccco2)CCCC3)c1 do in these assays?
SENP8 block-1: 10; NALP3 yeast inh: 12; PfG6PD inh: 32; SENP8 block-2: 5; SENP7 block: -7; Apaf1 inhib: 15; HKDC1 inhibitor: 8; SENP1 FRET inh: -1; SENP6 block: 2

What do the screens show for `O=C(O)CCCC(=O)NNc1nc(-c2ccccc2)c2cc(Cl)ccc2n1`?
SENP8 block-1: 27; NALP3 yeast inh: 9; PfG6PD inh: 3; SENP8 block-2: 5; SENP7 block: -6; Apaf1 inhib: 1; HKDC1 inhibitor: -1; SENP1 FRET inh: 0; SENP6 block: 8

Results for CC(C)N(Cc1ccccc1)C(=O)COC(=O)c1ccc2c(c1)OCCO2 ?
SENP8 block-1: 14; NALP3 yeast inh: 23; PfG6PD inh: 18; SENP8 block-2: 7; SENP7 block: 8; Apaf1 inhib: 9; HKDC1 inhibitor: -6; SENP1 FRET inh: -2; SENP6 block: -5

What do the screens show for `CCCOc1ccc(/C=N/Nc2ccc(C(=O)O)cc2)c(OCCC)c1`?
SENP8 block-1: -429; PfG6PD inh: -6; HKDC1 inhibitor: 3; SENP1 FRET inh: -13

What do the screens show for `S=C(NCc1ccc(Cl)cc1)Nc1ccccc1`?
SENP8 block-1: 8; NALP3 yeast inh: 4; PfG6PD inh: 10; SENP8 block-2: -5; SENP7 block: -1; Apaf1 inhib: -7; HKDC1 inhibitor: 2; SENP1 FRET inh: 1; SENP6 block: -10

How did COc1cccc(NC(=O)COC(=O)c2ccc(C)c(S(=O)(=O)N3CCCCC3)c2)c1 do in these assays?
SENP8 block-1: 6; NALP3 yeast inh: 11; PfG6PD inh: 1; SENP8 block-2: -7; SENP7 block: 1; Apaf1 inhib: 1; HKDC1 inhibitor: 7; SENP1 FRET inh: 0; SENP6 block: -4

Results for CCCS(=O)(=O)N1CCC(C(=O)NCCN(CC)c2ccccc2)CC1 ?
SENP8 block-1: 14; NALP3 yeast inh: 11; PfG6PD inh: 0; SENP8 block-2: 2; SENP7 block: 9; Apaf1 inhib: -6; HKDC1 inhibitor: -8; SENP1 FRET inh: 1; SENP6 block: -3

How did CC(=O)NS(=O)(=O)c1ccc(NC(=O)/C=C/c2ccccc2Cl)cc1 do in these assays?
SENP8 block-1: 19; NALP3 yeast inh: 18; PfG6PD inh: -5; SENP8 block-2: -8; SENP7 block: -11; Apaf1 inhib: 3; HKDC1 inhibitor: 3; SENP1 FRET inh: 1; SENP6 block: -21

What do the screens show for `CCOc1ccc(-c2nnc(SCC(=O)Nc3ccc4c(c3)c3ccccc3n4CC)n2N)cc1`?
SENP8 block-1: 0; NALP3 yeast inh: 10; PfG6PD inh: -11; SENP8 block-2: 1; SENP7 block: -1; Apaf1 inhib: -17; HKDC1 inhibitor: 5; SENP1 FRET inh: 1; SENP6 block: -15

Results for COC(=O)C1=C(N)c2c(F)cccc2C1(C#N)c1ccc(F)cc1 (stereo not drawn) ?
SENP8 block-1: inactive; NALP3 yeast inh: 14; PfG6PD inh: 8; SENP8 block-2: 5; SENP7 block: -7; Apaf1 inhib: 2; HKDC1 inhibitor: 8; SENP1 FRET inh: -1; SENP6 block: 16

What do the screens show for `O=S(=O)(c1ccc(NC(=S)N2CCN(c3ccccc3F)CC2)cc1)N1CCOCC1`?
SENP8 block-1: 4; NALP3 yeast inh: 7; PfG6PD inh: -2; SENP8 block-2: 0; SENP7 block: 1; Apaf1 inhib: 5; HKDC1 inhibitor: -6; SENP1 FRET inh: 4; SENP6 block: -1

What do the screens show for `O=C(NCc1cccc(C(F)(F)F)c1)c1cccc(S(=O)(=O)NCc2ccccc2)c1`?
SENP8 block-1: 37; NALP3 yeast inh: 0; PfG6PD inh: 6; SENP8 block-2: -2; SENP7 block: -2; Apaf1 inhib: 21; HKDC1 inhibitor: 23; SENP1 FRET inh: 2; SENP6 block: 7

Results for O=C(c1ccccc1)c1ccc(NCCCn2ccnc2)c([N+](=O)[O-])c1 ?
SENP8 block-1: 21; NALP3 yeast inh: 19; PfG6PD inh: -5; SENP8 block-2: -1; SENP7 block: -4; Apaf1 inhib: 13; HKDC1 inhibitor: 1; SENP1 FRET inh: 2; SENP6 block: -4

Results for CC(=O)c1ccc(NC(=O)C2(S(=O)(=O)c3ccccc3)CC2)cc1 ?
SENP8 block-1: 10; NALP3 yeast inh: 44; PfG6PD inh: 0; SENP8 block-2: -11; SENP7 block: 2; Apaf1 inhib: 6; HKDC1 inhibitor: 22; SENP1 FRET inh: -1; SENP6 block: -7

Results for CCc1cc(C(c2ccccn2)N2CCN(C)CC2)c(NC(=O)c2ccccc2)s1 (stereo not drawn) ?
SENP8 block-1: -31; NALP3 yeast inh: 14; PfG6PD inh: -5; SENP8 block-2: -9; SENP7 block: -8; Apaf1 inhib: -2; HKDC1 inhibitor: 13; SENP1 FRET inh: -1; SENP6 block: -20

What do the screens show for `CCOC(=O)N1C=CC=C[C@@H]2[C@@H](N3C(=O)c4ccccc4C3=O)C(=O)N21`?
SENP8 block-1: 3; NALP3 yeast inh: -15; PfG6PD inh: 1; SENP8 block-2: -8; SENP7 block: 0; Apaf1 inhib: -4; HKDC1 inhibitor: -6; SENP1 FRET inh: -1; SENP6 block: -7

Results for CC1CN(C(=O)COC(=O)c2cccs2)CC(C)O1 (stereo not drawn) ?
SENP8 block-1: 28; NALP3 yeast inh: 11; PfG6PD inh: 6; SENP8 block-2: -7; SENP7 block: -3; Apaf1 inhib: -4; HKDC1 inhibitor: -2; SENP1 FRET inh: 0; SENP6 block: -8

Results for CN(C)c1ccc(C=NNc2nc3c([nH]2)c(=O)n(C)c(=O)n3C)cc1 ?
SENP8 block-1: -474; PfG6PD inh: 3; HKDC1 inhibitor: -4; SENP1 FRET inh: -13

How did COc1ccc(/C=C/C(=O)NCCN2CCOCC2)cc1OC do in these assays?
SENP8 block-1: -88; NALP3 yeast inh: 6; PfG6PD inh: 12; SENP8 block-2: 1; SENP7 block: 7; Apaf1 inhib: -11; HKDC1 inhibitor: -7; SENP1 FRET inh: -4; SENP6 block: -20

Results for O=C(COC(=O)c1cc[n+]([O-])cc1)Nc1cccc(F)c1 ?
SENP8 block-1: 10; NALP3 yeast inh: 1; PfG6PD inh: -5; SENP8 block-2: 8; SENP7 block: 5; Apaf1 inhib: -12; HKDC1 inhibitor: 2; SENP1 FRET inh: -1; SENP6 block: -9

What do the screens show for `O=S(N1CCCCCC1)C12CC3CC(CC(C3)C1)C2` (stereo not drawn)?
SENP8 block-1: 8; NALP3 yeast inh: 21; PfG6PD inh: -11; SENP8 block-2: -8; SENP7 block: -11; Apaf1 inhib: 15; HKDC1 inhibitor: -7; SENP1 FRET inh: 1; SENP6 block: -14

How did CCN(CC)C(=O)CSc1n[nH]c(=O)n1CCc1ccccc1 do in these assays?
SENP8 block-1: -2; NALP3 yeast inh: 9; PfG6PD inh: -11; SENP8 block-2: 1; SENP7 block: 2; Apaf1 inhib: -3; HKDC1 inhibitor: -6; SENP1 FRET inh: 3; SENP6 block: 7

What do the screens show for `CCOC(=O)Cc1csc(NC(=O)CCS(=O)(=O)Cc2ccccc2)n1`?
SENP8 block-1: 13; NALP3 yeast inh: 25; PfG6PD inh: -5; SENP8 block-2: -1; SENP7 block: -2; Apaf1 inhib: -7; HKDC1 inhibitor: 1; SENP1 FRET inh: 1; SENP6 block: -32

Results for O=C(c1cccs1)N1CCN(Cc2ccncc2)CC1 ?
SENP8 block-1: 15; NALP3 yeast inh: 7; PfG6PD inh: -14; SENP8 block-2: 1; SENP7 block: 1; Apaf1 inhib: -3; HKDC1 inhibitor: 3; SENP1 FRET inh: 2; SENP6 block: 7

Results for O=C(Nc1nc(-c2ccc(F)cc2)cs1)C1CCN(C(=O)c2ccc(F)cc2)CC1 ?
SENP8 block-1: 7; NALP3 yeast inh: -17; PfG6PD inh: 19; SENP8 block-2: -7; SENP7 block: -16; Apaf1 inhib: 26; HKDC1 inhibitor: 3; SENP1 FRET inh: 1; SENP6 block: -14

How did CC(C)Cn1c(N)c(C(=O)COC(=O)CCc2nc3ccccc3c(=O)[nH]2)c(=O)n(C)c1=O do in these assays?
SENP8 block-1: 10; NALP3 yeast inh: 8; PfG6PD inh: -5; SENP8 block-2: -8; SENP7 block: -3; Apaf1 inhib: 5; HKDC1 inhibitor: 2; SENP1 FRET inh: -5; SENP6 block: -7
